# HKDC1 inh – HKDC1 (human) hexokinase inhibition; recombinant HKDC1, G6PDH/diaphorase resazurin coupled fluorescence; inhibition, % at 20 µM; actives 0.16% (n = 340,000);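 active = inhibition above about 35% when tested at 20 µM, limit read from the data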;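 also: plate controls were DMSO wells with enzyme for no effect and DMSO wells lacking enzyme for full effect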
#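 Material – in-house recombinant HK5 (HKDC1) enzyme · Quantity – HKDC1 at 5 µg/mL · Buffer or medium – pH 8.0 Tris buffer with 10 mM MgCl2 · Reagent – glucose with 1 mM ATP · Dosing – single 20 µM dose · Times – reaction time 90 min, room temperature, protected from light · Technique – resorufin fluorescence at 613 nm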
# SENP8 block-1 – inhibitors of human SENP8 protease | AID 2540 | Q96LD8 | inhibition, % at 10 µM | actives 1.2% (n = 330,000) | purified SENP8, Z-RLRGG-aminoluciferin cleavage, luminescence; in the data active = inhibition above about 50%
# Target sequence (Q96LD8 whole entry, looked up): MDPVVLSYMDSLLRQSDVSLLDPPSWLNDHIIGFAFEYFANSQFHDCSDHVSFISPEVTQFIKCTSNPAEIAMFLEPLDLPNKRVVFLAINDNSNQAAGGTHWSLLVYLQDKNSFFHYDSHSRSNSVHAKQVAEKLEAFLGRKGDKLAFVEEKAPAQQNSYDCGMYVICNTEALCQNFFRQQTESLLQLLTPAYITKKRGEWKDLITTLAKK
# SENP7 inh – SENP7 protease inhibition. AID 434973. recombinant SENP7, Z-RLRGG-aminoluciferin luminescence, 40 min. actives 1.5% (n = 330,000). inhibition, % at 5 µM. Q9BQF6;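 active = inhibition above about 50% at the single test dose, limit read from the data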;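 also: plate controls were DMSO with enzyme for no effect and no enzyme buffer wells for full effect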
# Target sequence (Q9BQF6 706-1050 limits assumed): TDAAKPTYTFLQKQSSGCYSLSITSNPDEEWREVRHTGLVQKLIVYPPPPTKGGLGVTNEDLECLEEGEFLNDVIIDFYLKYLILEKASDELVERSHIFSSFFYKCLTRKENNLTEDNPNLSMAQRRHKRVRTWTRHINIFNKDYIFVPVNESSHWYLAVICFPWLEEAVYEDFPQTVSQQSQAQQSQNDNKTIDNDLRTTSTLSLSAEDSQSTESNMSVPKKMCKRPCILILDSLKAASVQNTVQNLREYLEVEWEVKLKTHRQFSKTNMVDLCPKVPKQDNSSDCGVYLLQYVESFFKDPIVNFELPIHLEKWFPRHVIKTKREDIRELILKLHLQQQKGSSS
# SENP6 inh – inhibitors of human SENP6 protease | Q9GZR1 | Recombinant SENP6 catalytic domain, aminoluciferin luminescence | inhibition, % at 10 µM | actives 1.8% (n = 330,000);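 active = inhibition above about 50% at the single tested dose, limit read from the data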;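 also: plate controls were DMSO wells with enzyme for no effect and DMSO wells lacking enzyme for full effect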
# Target sequence (Q9GZR1 628-1112 limits assumed): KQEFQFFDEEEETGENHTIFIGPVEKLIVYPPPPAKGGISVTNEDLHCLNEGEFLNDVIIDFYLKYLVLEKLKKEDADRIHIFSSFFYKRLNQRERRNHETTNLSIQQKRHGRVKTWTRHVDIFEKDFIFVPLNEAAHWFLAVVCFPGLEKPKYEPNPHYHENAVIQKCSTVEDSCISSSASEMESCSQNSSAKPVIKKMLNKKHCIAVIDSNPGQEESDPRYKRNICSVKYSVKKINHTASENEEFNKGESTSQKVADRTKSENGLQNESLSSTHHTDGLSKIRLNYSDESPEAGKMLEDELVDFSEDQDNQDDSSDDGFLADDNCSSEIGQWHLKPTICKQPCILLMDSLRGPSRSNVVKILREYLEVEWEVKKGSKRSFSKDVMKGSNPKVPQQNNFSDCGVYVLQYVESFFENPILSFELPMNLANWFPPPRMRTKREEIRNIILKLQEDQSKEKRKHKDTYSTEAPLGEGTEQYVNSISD
# SENP1 inh – blocks the human SENP1 SUMO protease catalytic domain; recombinant SENP1 catalytic domain, CyPet-SUMO1-YPet FRET cleavage; actives 0.21% (n = 360,000); AID 624204; Q9P0U3; inhibition, % at 10 µM;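 active = inhibition at least 30% at 10 µM, raw YFP signal under a set limit, fluorescence ratio 0.5 to 1.5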;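 also: 0% = enzyme with DMSO and 100% = no enzyme wells; some results filed as inactive read as strong as hits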
#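 Assay system: hSENP1 catalytic domain, recombinant. Amount: SENP1 enzyme, 20 pM final. Schedule: 50 min reaction, RT, dark. Technique: FRET, CFP and YFP emission. Control set: no-enzyme wells low, DMSO-plus-enzyme wells high control.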
# Apaf1 inhib – human Apaf-1 inhibition; inhibition, % at 20 µM; AID 489030; O14727; actives 0.71% (n = 330,000); reconstituted apoptosome caspase-3 activity, DEVD-Rh110 fluorescence; active = inhibition of at least 40% at 20 µM;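 also: plate controls were DMSO wells for no effect and DEVD-CHO caspase inhibitor wells for full effect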
#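 Material: reconstituted apoptosome with Apaf-1, cytochrome c, caspase-9, procaspase-3, dATP. Technique: Rh110 fluorescence intensity. Buffer or medium: pH 7.5 Hepes buffer with CHAPS, BSA, DTT. Times: 30 min plus 50 min, RT.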
# SENP8 block-2 – inhibitors of human SENP8 protease | actives 0.64% (n = 360,000) | AID 602440 | recombinant SENP8, Nedd8 substrate fluorescence | inhibition, % at 20 µM; in the data active = inhibition mostly above about 40%, no sharp cut-off; inactive = mostly below about 27%
# PfGluPho inh – PfG6PD (Plasmodium falciparum) enzyme inhibition. PfGluPho enzyme, NADPH resazurin-diaphorase fluorescence. inhibition, % at 20 µM. actives 0.78% (n = 350,000). AID 504690;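 active = inhibition reaching at least a set limit at 20 µM in the primary screen, cut at about 59% in these data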;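 also: 0% = DMSO wells with substrate and 100% = DMSO wells lacking glucose-6-phosphate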
# The depositor's hits bear a star; · = not tested or not shown.
SMILES,HKDC1 inh,SENP8 block-1,SENP7 inh,SENP6 inh,SENP1 inh,Apaf1 inhib,SENP8 block-2,PfGluPho inh
CCO/N=C(/C)c1c(O)c(C)c(-c2ccccc2)n(-c2ccccc2)c1=O,-2.9,-5.4,5.2,4.1,-2.4,1.1,-8.6,5.9
CCN(CC)S(=O)(=O)c1cccc(C(=O)N[C@H](C(=O)NCc2ccccc2F)C(C)C)c1,-3.5,-4.7,-20.9,-4.5,-2.5,9.4,13.5,-18.7
Cc1cc2cc(CCNS(C)(=O)=O)c(=O)[nH]c2cc1C,0.1,1.9,2.4,-2.9,2.4,-3.5,-119.4,-0.9
COc1ccccc1NC(=O)c1ccc(NC(=O)CN2CCN(C(=O)c3ccco3)CC2)cc1,-5.2,-2.9,5.0,-24.0,1.4,-7.1,-7.4,-6.3
CCC(=O)N1CCc2cc(S(=O)(=O)NC(C(=O)NC3CCCc4ccccc43)C(C)C)ccc21 (stereo unspecified),-9.6,-2.8,-0.7,1.2,0.2,-11.5,21.4,-22.7
CC(C)NCC(O)c1ccc(NS(C)(=O)=O)cc1 (stereo unspecified),-0.5,0.0,6.7,-2.6,1.1,-11.3,5.1,-12.5
COc1cc(C=O)ccc1OCCOCCOc1cc(C)ccc1Cl,0.1,10.7,-3.8,-18.5,1.1,16.8,9.2,-0.1
COc1ccc(/C=N/NC(=O)c2ccncc2)cc1CSc1nc2ccccc2s1,-0.6,-2.9,-1.0,-11.3,-3.3,-4.9,-2.5,17.9
Cc1c(/C=N\NC(=O)c2cccc(F)c2)cnn1C,-6.7,-9.8,2.3,-8.9,1.3,-3.0,17.9,-7.2
Clc1nc(-c2ccccc2)cc(-c2ccccc2)n1,-7.4,2.3,11.9,-8.7,0.7,7.8,4.3,10.0
CCc1cc(C(=O)N(CC(C)C)c2c(N)n(Cc3ccccc3)c(=O)[nH]c2=O)sc1C,-1.1,19.1,-2.2,-9.9,-8.6,6.7,-23.9,0.7
Cc1cccc(NC(=O)CC2S/C(=N/c3nccs3)N(C)C2=O)c1 (stereo unspecified),-2.4,-2.0,-3.3,-2.2,-1.0,1.6,17.6,1.8
CC(=O)NC(=S)Nc1cc(C(F)(F)F)ccc1N1CCOCC1,3.3,-5.5,2.8,4.0,2.8,-0.1,15.1,7.1
Cc1ccc(CNC(=O)C2CC3Cn4c(nc5cc6ccccc6cc54)C3N2C)o1 (stereo unspecified),-0.8,-5.9,-2.4,7.3,-6.3,1.4,-71.7,27.1
CCn1c2ccccc2c2cc(NC(=O)COC(=O)Cc3cn4ccsc4n3)ccc21,-2.6,·,·,·,-1.2,·,-103.6,-5.3
COc1cc(C(=O)O)ccc1OC(C)=O,7.2,-8.9,0.2,-21.9,0.4,-2.7,4.1,-5.7
COc1ccc(C2Nc3ccccc3C(=O)N2c2ccc(C)cc2)cc1COc1ccccn1 (stereo unspecified),-3.5,-5.8,-9.2,-8.5,-1.2,2.5,-343.0,6.8
CCN(C(=O)CSc1nnc(-c2ccco2)n1Cc1ccccc1)C1CCS(=O)(=O)C1 (stereo unspecified),-1.6,-4.1,7.0,-19.9,-1.1,0.5,11.6,3.8
CCCn1c(=N)n(CC(=O)OCC)c2ccccc21,-5.7,1.8,-0.7,-1.2,3.2,-21.2,19.6,-7.7
COc1ccc(CCN2CC(C(=O)NCc3cc(C(C)C)no3)CCC2=O)cc1 (stereo unspecified),3.2,5.4,8.6,9.4,-0.8,-3.6,6.7,-18.2
COc1ccc(C)cc1NS(=O)(=O)c1ccc2c(c1)CCN2C(C)=O,2.8,-3.5,6.0,-6.7,0.1,4.0,10.9,-7.5
CC(C)[C@H](NS(=O)(=O)c1ccccc1)C(=O)OCC(=O)Nc1ccccc1Sc1ccccc1,7.7,4.0,-3.0,-2.1,2.9,10.8,9.4,1.6
Cc1ccnc(SCCn2c(N(C)Cc3ccccc3)nc3c2c(=O)n(C)c(=O)n3C)n1,-0.8,0.1,8.9,-2.4,0.8,6.9,10.8,18.0
COc1ccc(C(=O)NC(NC(=O)c2ccc(OC)cc2)c2ccccc2F)cc1,-8.8,9.7,6.5,2.8,0.6,3.7,3.6,-12.7
O=C1CCCN1CC(O)CS(=O)(=O)c1ccc(Cl)cc1 (stereo unspecified),-7.6,-3.5,4.9,-12.5,1.8,-7.1,15.9,-1.6

# Single records (already shown):
# `COc1cc(C=O)ccc1OCCOCCOc1cc(C)ccc1Cl` is listed with HKDC1 inh: 0.1; SENP8 block-1: 10.7; SENP7 inh: -3.8; SENP6 inh: -18.5; SENP1 inh: 1.1; Apaf1 inhib: 16.8; SENP8 block-2: 9.2; PfGluPho inh: -0.1
# `Cc1cc2cc(CCNS(C)(=O)=O)c(=O)[nH]c2cc1C` is listed with HKDC1 inh: 0.1; SENP8 block-1: 1.9; SENP7 inh: 2.4; SENP6 inh: -2.9; SENP1 inh: 2.4; Apaf1 inhib: -3.5; SENP8 block-2: -119.4; PfGluPho inh: -0.9
# `Cc1ccc(CNC(=O)C2CC3Cn4c(nc5cc6ccccc6cc54)C3N2C)o1` (stereo unspecified) is listed with HKDC1 inh: -0.8; SENP8 block-1: -5.9; SENP7 inh: -2.4; SENP6 inh: 7.3; SENP1 inh: -6.3; Apaf1 inhib: 1.4; SENP8 block-2: -71.7; PfGluPho inh: 27.1

# (cont.)
SMILES,HKDC1 inh,SENP8 block-1,SENP7 inh,SENP6 inh,SENP1 inh,Apaf1 inhib,SENP8 block-2,PfGluPho inh
C=CCn1c(=O)c(C(=O)NCc2ccc3c(c2)OCO3)c(O)c2cc(OC)c(OC)cc21,-5.8,5.3,-0.9,-3.2,1.2,-12.1,-360.4,-3.1
Cc1[nH]c2ccccc2c1C(=O)COC(=O)c1ccc([N+](=O)[O-])s1,14.6,28.6,5.9,46.1,-0.4,10.8,18.0,10.2
C/C(=N\O)C1/C(=N/O)CC2C1C2(C)C (stereo unspecified),3.0,0.2,5.1,2.8,1.1,-18.8,7.4,-0.2
COc1ccc2c(c1OC)C(=O)OC2Nc1nc(-c2ccccc2)cs1 (stereo unspecified),-6.2,1.9,1.4,-5.8,1.5,-4.4,28.2,-14.8
CC12CCC(C/C1=N\OC(=O)c1c(F)cccc1F)C2(C)C (stereo unspecified),-3.3,6.2,4.3,-1.5,2.2,5.3,1.9,-10.0
CCCC(=O)OC/C(O)=C(\C#N)c1nc2ccccc2[nH]1,-3.7,-1.6,7.4,8.4,-61.0,-1.7,-63.7,23.4
N=c1n(CCN2CCCCC2)c2ccccc2n1CC(=O)c1cccs1,-6.8,4.0,2.4,-8.5,-1.0,-23.3,4.4,1.9
CCOc1ccccc1Oc1c(C)oc2cc(OC(=O)c3ccco3)ccc2c1=O,-0.8,2.2,-8.3,-3.7,-4.8,-11.3,-362.4,-13.4
Cc1ccc(NC(=O)Nc2cccs2)nc1,-4.0,-20.4,-10.4,-13.3,0.8,20.0,18.8,7.5
CCOc1ccc(NC(=O)c2cc(C3CC3)nc3c2cnn3C(C)C)cc1OC,-0.3,0.2,3.9,-2.1,0.1,12.7,-14.7,15.4
COc1ccc(CNC(=O)CC2C[C@H](C(=O)N3CCCCC3)[C@@]3(C)c4[nH]c5ccccc5c4CCN3C2=O)cc1OC (stereo partly specified),-1.5,-10.0,1.9,-25.6,-2.3,-0.6,-1.6,-3.4
N/C(Cc1ccc([N+](=O)[O-])cc1)=N\OC(=O)c1ccccc1F,-1.4,-1.6,2.5,-0.6,2.9,-13.7,11.3,14.9
CCOCCCNc1nc(-c2ccccc2)nc2ccccc12,-3.1,2.4,-1.2,-9.3,-8.7,13.0,-52.4,7.9
Cc1ccc2nc(-c3ccc(SCC(=O)Nc4nnc(C)s4)nc3)[nH]c2c1,-8.8,-17.0,-0.4,-10.3,0.2,-5.8,-325.5,32.1
C[C@H](NC(=O)c1[nH]cnc1C(=O)Nc1ccc(CNC(=O)OC(C)(C)C)cc1)C(=O)OC(C)(C)C,26.2,-9.0,-1.4,-0.4,0.0,31.9,3.0,37.2
Cc1ccc(NC(=O)C(C)OC(=O)CSc2ccccc2)cc1 (stereo unspecified),-2.0,-7.1,-14.0,-4.5,5.7,-0.3,9.0,8.3
O=C(COC(=O)c1ccccc1)Nc1cccc(S(=O)(=O)N2CCOCC2)c1,-2.0,-8.1,-1.1,-21.2,2.5,-0.7,6.5,-6.7
COC(=O)C(Cc1ccccc1)NS(=O)(=O)c1ccc(F)cc1Br (stereo unspecified),-1.2,-10.0,1.4,-1.1,1.6,3.4,25.1,27.3
Cc1cc(C)nc(SCc2nnc(SCC(=O)Nc3c(C)cccc3C)o2)n1,-8.9,2.4,8.4,1.9,0.9,-2.3,21.8,-11.1
N#CCc1nc(CSc2nc3ccccc3s2)cs1,12.7,4.7,5.8,19.7,-9.1,-7.5,-14.0,16.2
CC(CC(=O)Nc1ccc(F)cc1)S(=O)(=O)c1ccc2c(c1)NC(=O)CO2 (stereo unspecified),-5.2,3.7,-0.6,5.0,1.4,4.2,5.7,5.6
Cc1cc(C(=O)COC(=O)c2ccccc2Br)c(C)n1CC1CCCO1 (stereo unspecified),2.3,93.2*,93.9*,94.6*,2.6,6.9,8.7,14.4
COc1cc(-c2cc(N)n(S(=O)(=O)c3ccc(F)cc3)n2)cc(OC)c1OC,-6.1,-1.8,-14.7,-18.3,-0.7,4.1,0.2,17.4
C[C@@H]1CN([C@H](C)CO)C(=O)Cc2cc(NC(=O)Nc3ccccc3)ccc2O[C@@H]1CN(C)Cc1ccc2c(c1)OCO2,4.8,-15.4,-9.8,-19.4,-1.7,35.0,3.0,4.0
O=C(CNC(=O)c1ccc(Br)o1)NCC1CCCCC1,1.7,-13.5,-7.4,-21.1,-1.0,19.0,5.0,-18.0
# Following part
SMILES,HKDC1 inh,SENP8 block-1,SENP7 inh,SENP6 inh,SENP1 inh,Apaf1 inhib,SENP8 block-2,PfGluPho inh
[O-]/[N+](=N\Nc1ccc(Cl)cc1)c1ccccc1,-9.9,·,·,·,-1.5,·,10.7,28.3
CCOC(=O)c1c(C)[nH]c(C)c1S(=O)(=O)N1CCN(C(=O)c2ccco2)CC1,-4.0,-1.3,8.2,1.2,1.3,-16.7,3.7,-7.0
Cn1c(SCC2CCCO2)nnc1-c1ccncc1 (stereo unspecified),1.0,-2.0,0.9,11.5,-0.1,-10.2,20.9,-2.1
O=C1C=C(c2ccc(F)nc2)C[C@@H](c2ccc3c(c2)OCO3)C1,-5.6,2.9,5.5,9.8,0.2,3.1,19.6,5.7
COc1ccc(Cc2nnc(N=Nc3c(O)[nH]c4ccc(Br)cc34)[nH]c2=O)cc1,12.9,-2.9,-4.7,2.9,5.0,16.5,22.0,-13.1
CC(=O)N1CC(=O)N=C1SCC(=O)Nc1nc(C)c(-c2ccccc2)s1,-19.6,-6.1,-7.8,-18.2,-0.3,-21.4,1.3,23.7
COc1cc(C(=O)Nc2cc(C(F)(F)F)ccc2N2CCOCC2)ccc1OCC(=O)N1CCOCC1,-2.6,-1.5,4.0,-4.6,-1.3,8.3,0.5,-1.9
CC(C)CCn1c(C(C)O)nc2ccccc21 (stereo unspecified),-6.8,-9.1,-2.8,-8.3,0.1,0.0,18.1,-1.4
CCCCC1=CC2=C(c3ccco3)C(=O)C(C)(OC(=O)c3ccc(OC)cc3)C(=O)C2=CN1CCc1ccccn1 (stereo unspecified),25.0,-6.5,2.6,3.8,14.8,7.2,-39.7,24.4
COC(CNC(=O)c1ccc2c(c1)ncn2-c1ccc(C)cc1C)OC,-3.9,1.2,0.1,-2.1,2.6,0.3,12.7,15.2

# Source: PubChem
